PGK inhibitor – T. brucei PGK inhibition | PGK/GAPDH coupled, Kinase-Glo luminescence, 60 min | 380,000 compounds, 0.043% hits | P07378 | AID 602233 | Potency, µM (highest dose often 57.5 µM), for inactives: top-dose activity change, negative = inhibition, hits mostly inhibitors; further: on the % scale 0 is the no-effect control and ±100 the full control effect; nearly all actives have a fitted effect of over 60% in size
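Luminescent ATP detection (Kinase-Glo Plus) follows a 60-minute room-temperature incubation, with wells lacking PGK as controls. Buffer: 100 mM TEA (pH 7.6), 5 mM MgCl2, 0.01% Tween-20. Coupling enzyme GAPDH (100 nM final) supplies unstable 1,3-BPG in-well.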
GLS inh – glutaminase GLS (human) inhibition; GLS enzymatic activity, qHTS titration; Potency, µM (doses to about 45.5 µM), without a hit: at the top dose activity change, negative = inhibition, usual class: inhibitors; 410,000 compounds, 0.21% hits; AID 624170; further: on the % scale 0 is the no-effect control and ±100 the full control effect
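Compounds were pin-transferred onto hKGA, after which L-glutamine (1 mM solution) and a detection mix of glutamate oxidase, HRP and Amplex Red were added. Initial and 30 min RT fluorescence reads were collected.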
Pin1 inhibitor – inhibitors of human Pin1; Q13526; AID 504891; 390,000 compounds, 0.009% hits; Potency, µM (titrated, usually from 115 µM), for inactives: at the top dose activity, negative = inhibition, usual class: inhibitors; Pin1 FP peptide displacement, HiFluor488, 10 min; active means well fitted inhibition curve with a large enough effect in the polarisation, with a control signal flat, not every such curve was filed as active; inconclusive means small, poorly fitted or top-dose-only effect, or effect the other way, or a change in a side signal; inactive means no such curve, though single readings can be large or run the other way; the % refers to the polarisation; further: on the % scale 0 is the no-effect control and ±100 the full control effect
Target sequence (Q13526 whole entry, looked up): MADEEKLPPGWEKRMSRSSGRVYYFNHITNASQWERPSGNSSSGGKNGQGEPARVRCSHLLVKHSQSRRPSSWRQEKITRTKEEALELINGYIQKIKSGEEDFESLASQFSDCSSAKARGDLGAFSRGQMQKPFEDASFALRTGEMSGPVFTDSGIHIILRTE
JMJD2A Tudor – inhibitors of human JMJD2A Tudor domain; O75164; AlphaScreen JMJD2A-Tudor / H3K4me3 peptide binding; Potency, µM (highest dose often 114 µM), inactives show at the highest dose activity change, negative = inhibition, most hits filed as inhibitors; 390,000 compounds, 4.4% hits; AID 504339; further: on the % scale 0 is the no-effect control and ±100 the full control effect; nearly all actives have a fitted effect of over 50% in size
TrxR1 inh – blocks rat thioredoxin reductase 1. 390,000 compounds, 1% hits. O89049. Potency, µM (highest dose often 114 µM), for inactives: at the highest dose activity change, negative = inhibition, actives largely listed as inhibitors. recombinant rTrxR1, NADPH fluorescence consumption, selenite substrate; further: on the % scale 0 is the no-effect control and ±100 the full control effect; nearly all actives have a fitted effect of over 65% in size
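Rat TrxR1 (90 nM in the dispensed reagent) was pre-reduced with 400 uM NADPH for 5 min at room temperature, then incubated with compound for 15 min. After 400 uM selenite was added, NADPH fluorescence (Ex 340/Em 450 nm) was followed for 8 min.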
ERG Ets-DNA blk – ERG Ets/DNA interaction inhibition; fluorescence polarization, His-ERG Ets domain / labelled DNA; Potency, µM (series often up to 76.9 µM), inactives show at the highest dose FP activity, negative = inhibition, most hits filed as inhibitors; 370,000 compounds, 0.028% hits; AID 624246; P11308; active means well fitted inhibition curve with a large enough effect in the polarisation, with a control signal flat; inconclusive means small, poorly fitted or top-dose-only effect, or effect the other way, or a change in a side signal; inactive means no such curve, though single readings can be large or run the other way; the % refers to the polarisation;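 further: polarization taken with two DNA probes labelled with fluorescein and Texas red; % of control where 0% means no effect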
Target sequence (P11308 whole entry, looked up, the tested form may be a part): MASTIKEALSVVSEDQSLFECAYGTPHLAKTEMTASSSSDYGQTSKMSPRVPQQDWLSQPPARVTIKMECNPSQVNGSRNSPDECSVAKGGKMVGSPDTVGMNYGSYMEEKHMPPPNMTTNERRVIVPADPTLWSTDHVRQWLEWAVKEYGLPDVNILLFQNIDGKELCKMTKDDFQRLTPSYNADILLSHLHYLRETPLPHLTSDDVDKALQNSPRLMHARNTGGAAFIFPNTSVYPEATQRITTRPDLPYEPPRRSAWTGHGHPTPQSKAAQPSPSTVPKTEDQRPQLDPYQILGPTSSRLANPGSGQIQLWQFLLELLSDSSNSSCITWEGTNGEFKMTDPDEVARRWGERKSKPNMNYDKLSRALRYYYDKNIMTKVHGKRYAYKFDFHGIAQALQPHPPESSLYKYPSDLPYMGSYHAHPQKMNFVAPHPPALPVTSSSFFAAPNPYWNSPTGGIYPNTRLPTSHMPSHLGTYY
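His-tagged ERG Ets domain (1 uM in the protein solution; 300mM KCl, 50mM Tris-HCl, 1mM EDTA, 1mM DTT, pH 7.5) received compound, then a probe mix of 5 nM fluorescein-DNA and 100nM Texas-615-DNA. Fluorescence polarization was read for both dyes.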
RGS4 inhibitor – inhibitors of human regulator of G protein signaling 4 | P49798 | Transcreener GDP fluorescence polarization, RGS4-accelerated GTP hydrolysis | Potency, µM (titrated, usually from 114 µM), inactives show top-dose activity change, negative = inhibition, usual class: inhibitors | 390,000 compounds, 0.039% hits; further: on the % scale 0 is the no-effect control and ±100 the full control effect; nearly all actives have a fitted effect of over 75% in size; some results filed as inactive show a strong effect at the top dose
Target sequence (P49798 whole entry, looked up): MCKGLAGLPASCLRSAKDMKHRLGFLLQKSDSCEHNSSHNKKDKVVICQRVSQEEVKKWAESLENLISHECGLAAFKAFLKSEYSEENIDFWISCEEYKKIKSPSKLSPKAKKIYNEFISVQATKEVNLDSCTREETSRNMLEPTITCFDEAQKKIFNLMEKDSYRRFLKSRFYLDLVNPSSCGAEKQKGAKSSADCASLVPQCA
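MLSMR compounds (23 nl, pin-transferred) preincubated 10 min at room temperature with a 500nM (2x) first reagent, then RGS4 at 900nM (2x) plus Transcreener GDP mix added; fluorescence polarization (620/688 nm) read before and after 90 min at 30 °C.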
HP1b binding inh – inhibitors of HP1-beta chromodomain binding to methylated histone tails; P83916; AlphaScreen HP1-beta / biotin-H3K9me3 peptide binding; Potency, µM (doses to about 114 µM), for inactives: at the top dose activity change, negative = inhibition, most hits filed as inhibitors; 390,000 compounds, 0.56% hits; AID 540317; further: nearly all actives have a fitted effect of over 70% in size; inactives centre near 23
Target sequence (P83916 whole entry, looked up): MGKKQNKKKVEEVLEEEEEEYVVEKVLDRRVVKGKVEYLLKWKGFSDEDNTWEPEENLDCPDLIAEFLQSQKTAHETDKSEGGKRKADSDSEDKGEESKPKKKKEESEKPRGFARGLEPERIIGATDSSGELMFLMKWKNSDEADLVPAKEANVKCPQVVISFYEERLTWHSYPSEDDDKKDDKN
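AlphaScreen: HP1-beta (50 nM) preformed 30 min with biotin-H3(1-18)K9me3 peptide (50 nM) in PBS pH 7.4, 0.01% Tween-20. Compound added for 30 min at RT, then streptavidin donor/nickel chelate acceptor beads (10 ug/mL) for 30 min.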
12-LOX inh – inhibitors of human 12S-lipoxygenase ALOX12; Potency, µM (titrated, usually from 108 µM), for inactives: at the top dose activity change, negative = inhibition, actives largely listed as inhibitors; AID 1671190; 580,000 compounds, 1.1% hits; P18054; purified 12hLO, xylenol orange hydroperoxide absorbance; further: on the % scale 0 is the no-effect control and ±100 the full control effect
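Purified human 12hLO (150 nM final) in 25 mM Hepes, 0.01% Triton X-100, pH 7.0 was preincubated 15 min at room temperature with compound. Then 40 uM arachidonic acid was added, 30 min. Hydroperoxide was read by Fe-XO absorbance ratio 573/405 nm.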
Numbers without * were called inactive; & = joins results of further samples; [ ] = another dose, or the depositor's remark. Unless noted, the call rests on the fitted dose curve; in most records, active means well fitted curve in the direction sought with a large enough effect; inconclusive means small, poorly fitted or top-dose-only effect, or another doubt; inactive means no such curve, though single readings can be large; an effect the other way counts as inactive or inconclusive. Potency means the concentration at half of the fitted maximal effect.

Cc1ccccc1CN(CC(=O)Nc1cccc([N+](=O)[O-])c1)S(=O)(=O)c1ccc(Cl)cc1 was read as PGK inhibitor -9%, GLS inh 8%, Pin1 inhibitor -4%, JMJD2A Tudor -32%, TrxR1 inh -6%, ERG Ets-DNA blk 10%, RGS4 inhibitor 8%, HP1b binding inh -4% and 12-LOX inh -19%.
Screening COc1ccc(S(=O)(=O)N2CCOCC2)cc1NC(=O)CSc1nnc(C2CC2)n1N returned PGK inhibitor -4%, GLS inh 2%, Pin1 inhibitor 11%, JMJD2A Tudor -18%, TrxR1 inh 12%, ERG Ets-DNA blk -7%, RGS4 inhibitor -7%, HP1b binding inh 15%[57 µM] and 12-LOX inh -10%.
Screening Cc1nc(NC2CCCCC2)c2nnn(Cc3ccccc3Cl)c2n1 returned PGK inhibitor 3%, GLS inh -7%, Pin1 inhibitor 10%, JMJD2A Tudor -1%, TrxR1 inh -5%, ERG Ets-DNA blk 13%, RGS4 inhibitor 42%, HP1b binding inh 50%[activator] and 12-LOX inh inconclusive.
`COc1ccc2c(c1)CCc1c(C(=O)Nc3c(C)nn(Cc4c(Cl)cccc4Cl)c3C)noc1-2` gave PGK inhibitor 8%, GLS inh -1%, Pin1 inhibitor -3%, JMJD2A Tudor -14%, TrxR1 inh inconclusive, ERG Ets-DNA blk 4%, RGS4 inhibitor 24%, HP1b binding inh 21% and 12-LOX inh -18%.
For N#Cc1cccc2c1-c1ccccc1/C2=N/NC(N)=S the results were PGK inhibitor 5%, GLS inh inconclusive, Pin1 inhibitor 9%, JMJD2A Tudor inconclusive, TrxR1 inh inconclusive, ERG Ets-DNA blk 16%, RGS4 inhibitor -19% and HP1b binding inh -16%.
Screening Clc1ccc(OCc2nnc(-c3ccccc3Br)o2)c(Cl)c1 returned GLS inh -2%, Pin1 inhibitor 11%, JMJD2A Tudor 13%, TrxR1 inh 24%, ERG Ets-DNA blk 7%, RGS4 inhibitor 19%, HP1b binding inh 25% and 12-LOX inh -1%[57.4 µM].
Screening Cc1ccc(S(=O)(=O)c2c(C)cc(C)nc2Oc2cccc(C)c2C)cc1 returned PGK inhibitor 1%, GLS inh 0%, Pin1 inhibitor 0%, JMJD2A Tudor -6%, TrxR1 inh -6%[57.1 µM], ERG Ets-DNA blk -3%, RGS4 inhibitor 19%, HP1b binding inh 23% and 12-LOX inh 4%.
COc1ccc(-c2ccc(-c3nc4c(c(=O)[nH]c(=O)n4Cc4ccccc4)n3C)o2)c([N+](=O)[O-])c1 was read as PGK inhibitor -1%, GLS inh -17%, Pin1 inhibitor 49%[activator], JMJD2A Tudor -17%, TrxR1 inh 7%[57.1 µM], ERG Ets-DNA blk 22%, RGS4 inhibitor -21%, HP1b binding inh 2% and 12-LOX inh -15%.
Cc1ccnc(SCC(=O)Nc2oc(-c3ccccc3)c(-c3ccccc3)c2C#N)n1 was read as PGK inhibitor 1%, GLS inh 14%, Pin1 inhibitor 20%, JMJD2A Tudor -11%, TrxR1 inh -11%[57.1 µM], ERG Ets-DNA blk 1%, RGS4 inhibitor 5%, HP1b binding inh 29% and 12-LOX inh 0%.
Screening C[C@@H]1CN([C@H](C)CO)C(=O)Cc2cc(NC(=O)Nc3ccccc3)ccc2O[C@@H]1CN(C)Cc1ccc2c(c1)OCO2 returned PGK inhibitor 5%, GLS inh 11%, Pin1 inhibitor 7%, JMJD2A Tudor inconclusive, TrxR1 inh 1%[57.1 µM], ERG Ets-DNA blk 17%, RGS4 inhibitor 13%, HP1b binding inh 4% and 12-LOX inh -15%.
For Cc1cccc(NC(=O)CCC(=O)OCC(=O)c2ccc(Oc3ccc([N+](=O)[O-])cc3)cc2)c1 the results were PGK inhibitor 6%, GLS inh -3%, Pin1 inhibitor 8%, JMJD2A Tudor -19%, TrxR1 inh -20%[57.1 µM], ERG Ets-DNA blk 4%, RGS4 inhibitor -9%, HP1b binding inh -4% and 12-LOX inh -12%.
`C/[N+]([O-])=C/c1c(OCc2ccc(Cl)cc2Cl)ccc2ccccc12` gave PGK inhibitor -1%, GLS inh -5%, Pin1 inhibitor 5%, JMJD2A Tudor -1%, TrxR1 inh 16%[57.1 µM], ERG Ets-DNA blk 18%, RGS4 inhibitor 23%, HP1b binding inh 30% and 12-LOX inh -3%.
For Cn1c(CNC(=O)c2ccco2)nnc1SCC(=O)c1ccccc1 the results were PGK inhibitor -1%, GLS inh -5%, Pin1 inhibitor 2%, JMJD2A Tudor -4%, TrxR1 inh 8%, ERG Ets-DNA blk 8%, RGS4 inhibitor -4%, HP1b binding inh 46%[activator] and 12-LOX inh 20%.
`CC(C)c1ccc(NC(=O)CN2C(=O)CSc3ccc(S(=O)(=O)N4CCCC4)cc32)cc1` gave PGK inhibitor inactive, GLS inh -12%, Pin1 inhibitor -1%, JMJD2A Tudor -26%, TrxR1 inh 6%, ERG Ets-DNA blk 1%, RGS4 inhibitor 9%, HP1b binding inh 32% and 12-LOX inh -9%.
Screening CC(=O)c1ccc(N=Nc2c(C)[nH]n(-c3ccccc3)c2=O)cc1 returned PGK inhibitor -5%, GLS inh 14%, Pin1 inhibitor 3%, JMJD2A Tudor inconclusive, TrxR1 inh 11%, ERG Ets-DNA blk 2%, RGS4 inhibitor -9%, HP1b binding inh inconclusive and 12-LOX inh 13%.
`Cc1cccc(NC(=O)COC(=O)Cc2cccc(C(F)(F)F)c2)c1C` gave PGK inhibitor -2%, GLS inh 1%, Pin1 inhibitor 0%, JMJD2A Tudor -16%, TrxR1 inh 3%, ERG Ets-DNA blk -10%, RGS4 inhibitor 12%, HP1b binding inh 50%[activator] and 12-LOX inh 3%.
Screening O=c1[nH]c(-c2ccccc2F)nc2c1sc(=S)n2Cc1ccccc1 returned PGK inhibitor 4%, GLS inh 8%, Pin1 inhibitor 4%, JMJD2A Tudor -14%, TrxR1 inh 1%, ERG Ets-DNA blk 3%, RGS4 inhibitor 17%, HP1b binding inh 22% and 12-LOX inh -12%.
Cc1c(Cl)cccc1NS(=O)(=O)c1c(C(=O)N2CCOCC2)c(C)n(C)c1C was read as PGK inhibitor 5%, GLS inh 1%, Pin1 inhibitor -4%, JMJD2A Tudor -10%, TrxR1 inh 9%, ERG Ets-DNA blk 0%, RGS4 inhibitor 9%[11.4 µM], HP1b binding inh 45%[activator] and 12-LOX inh 0%.
O=C(NCc1ccc(F)cc1)c1ccc2c(c1)nnn2C1CCCC1 was read as PGK inhibitor -4%, GLS inh -9%, Pin1 inhibitor 7%, JMJD2A Tudor inconclusive, TrxR1 inh 8%[57.1 µM], ERG Ets-DNA blk 2%, RGS4 inhibitor -15%, HP1b binding inh 42%[activator] and 12-LOX inh -4%.
Screening Nn1c(SCc2cccc(F)c2)nnc1-c1cccnc1 returned PGK inhibitor 5%, GLS inh 5%, Pin1 inhibitor 4%, JMJD2A Tudor 0%, TrxR1 inh 4%[57.1 µM], ERG Ets-DNA blk 5%, RGS4 inhibitor -14%, HP1b binding inh 31% and 12-LOX inh inconclusive.
`Cc1ccc(NC(=O)CN2C(=O)NC(C)(C3CC3)C2=O)cc1S(=O)(=O)N1CCCCC1` (configuration not stated) gave PGK inhibitor -6%, GLS inh -1%, Pin1 inhibitor 0%, JMJD2A Tudor -17%, TrxR1 inh -5%, ERG Ets-DNA blk -10%, RGS4 inhibitor 2%, HP1b binding inh 25% and 12-LOX inh 0%.
`O=C(CNC1CCCCC1)NN=C(c1ccccc1)c1ccccc1` gave PGK inhibitor -13%, GLS inh 4%, Pin1 inhibitor -3%, JMJD2A Tudor -7%[57.1 µM], TrxR1 inh -1%[57.1 µM], ERG Ets-DNA blk 4%, RGS4 inhibitor 1%, HP1b binding inh -5% and 12-LOX inh 2%.
For COC(=O)c1sc(S(=O)(=O)N2CCN(c3ccc(OC)cc3)CC2)c(C(=O)OC)c1C the results were PGK inhibitor -9%&-3%, GLS inh 12%&22%, Pin1 inhibitor -6%&2%, JMJD2A Tudor inconclusive, TrxR1 inh 14%&23%, ERG Ets-DNA blk -1%&10%, RGS4 inhibitor -12%&2%, HP1b binding inh 56%[activator] and 12-LOX inh -4%&-18%.
COc1cc(-c2nc(C(=O)NC3CCN(Cc4ccccc4)CC3)cc3c2[nH]c2ccccc23)cc(OC)c1OC was read as PGK inhibitor -4%, GLS inh 1%, Pin1 inhibitor 26%, JMJD2A Tudor inconclusive, TrxR1 inh 17%, ERG Ets-DNA blk 1%, RGS4 inhibitor 20% and HP1b binding inh 8%.
For CCOC(=O)c1c(NC(=O)C(C)Sc2cn(CCNC(=O)c3c(F)cccc3F)c3ccccc23)sc2c1CCC2 (configuration not stated) the results were PGK inhibitor -6%, GLS inh 9%, Pin1 inhibitor 37%[activator], JMJD2A Tudor -22%, TrxR1 inh 17%, ERG Ets-DNA blk -7%, RGS4 inhibitor -7%, HP1b binding inh 42% and 12-LOX inh 0%.
For CN1CCN(S(=O)(=O)c2ccc(N3CCN(C(=O)c4ccccc4)CC3)nc2)CC1 the results were PGK inhibitor -9%, GLS inh 2%, Pin1 inhibitor -7%, JMJD2A Tudor -17%, TrxR1 inh 7%[57.1 µM], ERG Ets-DNA blk -15%, RGS4 inhibitor -5%, HP1b binding inh -4% and 12-LOX inh -11%.
Screening CCC(=O)N1CCc2cc(S(=O)(=O)NC(Cc3ccccc3)C(=O)NCc3ccc(C)cc3)ccc21 (configuration not stated) returned PGK inhibitor -6%, GLS inh -1%, Pin1 inhibitor 6%, JMJD2A Tudor -3%, TrxR1 inh 1%, ERG Ets-DNA blk 2%, RGS4 inhibitor -38%, HP1b binding inh 43%[activator] and 12-LOX inh inconclusive.

Compound activity as filed in PubChem.

An excerpt, so the mix of outcomes need not match the whole.
